BAZ2B inh – inhibitors of human BAZ2B bromodomain | Potency, µM (top dose mostly 114 µM), inactives show at the highest dose activity change, negative = inhibition, most hits filed as inhibitors | hit rate 4.4% among 360,000 | AlphaScreen BAZ2B-H3K14Ac peptide displacement | AID 504333; further: on the % scale 0 is the no-effect control and ±100 the full control effect; nearly all actives have a fitted effect of over 60% in size
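AlphaScreen luminescence quantifies BAZ2B engagement of H3K14Ac peptide; the protein and biotinylated peptide are both at 50 nM final, buffer PBS pH 7.4 with 0.01% Tween-20, all steps at room temperature.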
APEX1 inh – inhibitors of human APE1 endonuclease; recombinant APE1, TAMRA/BHQ-2 abasic DNA cleavage fluorescence; Potency, µM (titrated, usually from 65.8 µM), inactives show top-dose activity change, negative = inhibition, usual class: inhibitors; hit rate 0.35% among 350,000; AID 2517;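 further: plate controls were vehicle for no effect and reference inhibitor for full effect; nearly all actives have a fitted effect of over 55% in size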
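Quantitative HTS: incision of a TAMRA/BHQ-2 double-stranded substrate bearing a tetrahydrofuran abasic site by 0.75 nM APE1 raises fluorescence. Substrate 50 nM final, added after 15 min compound preincubation at room temperature; progress as third-minus-first kinetic read difference.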
POLH inh – inhibitors of human DNA polymerase eta; hit rate 1.2% among 390,000; recombinant Pol eta, fluorescent DNA replication assay; Potency, µM (series often up to 114 µM), for the others: top-dose activity change, negative = inhibition, usual class: inhibitors; Q9Y253; further: on the % scale 0 is the no-effect control and ±100 the full control effect
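Pol eta (10 nM) was preincubated with compounds for 15 min at room temperature, after which fluorescent replication substrate (50 nM final) was added to start the reaction. Fluorescence was read kinetically at 0 and 10 min.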
BLM inh – blocks DNA unwinding by human BLM helicase. P54132. recombinant BLM DNA unwinding, fluorescence dequenching. Potency, µM (doses to about 56.1 µM), inactives show at the top dose activity change, negative = inhibition, hits mostly inhibitors. hit rate 0.2% among 350,000;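 further: plate controls were vehicle for no effect and no enzyme for full effect; nearly all actives have a fitted effect of over 35% in size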
POLK inh – inhibitors of human DNA polymerase kappa | Q9UBT6 | purified Pol kappa, fluorescent DNA synthesis assay, 10 min | Potency, µM (series often up to 107 µM), inactives show top-dose activity, negative = inhibition, hits mostly inhibitors | hit rate 0.53% among 400,000; further: on the % scale 0 is the no-effect control and ±100 the full control effect
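50 nM final substrate added after 15 min RT preincubation of 10 nM Pol kappa with compound; fluorescence read at 0 and 10 min.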
G9a block – inhibitors of human histone lysine methyltransferase G9a | Q96KQ7 | G9a H3K9 monomethylation, AlphaScreen, 2 h | Potency, µM (doses to about 102 µM), for the others: at the highest dose activity, negative = inhibition, most hits filed as inhibitors | hit rate 8.8% among 350,000 | AID 504332; further: on the % scale 0 is the no-effect control and ±100 the full control effect; nearly all actives have a fitted effect of over 75% in size
Target sequence (Q96KQ7 913-1193 limits assumed): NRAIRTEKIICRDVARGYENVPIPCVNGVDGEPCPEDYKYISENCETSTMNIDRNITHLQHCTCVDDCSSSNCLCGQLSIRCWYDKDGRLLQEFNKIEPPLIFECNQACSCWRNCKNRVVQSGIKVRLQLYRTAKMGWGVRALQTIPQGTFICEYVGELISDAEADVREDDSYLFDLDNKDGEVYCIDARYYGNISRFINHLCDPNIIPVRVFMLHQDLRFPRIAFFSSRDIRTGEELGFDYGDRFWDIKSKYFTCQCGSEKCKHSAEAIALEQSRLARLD
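Chemiluminescent proximity detection of H3K9 monomethylation, read after 10 min bead incubation in the dark. Reaction: 20 nM G9a, 500 nM biotin-H3K9 peptide, 20 uM SAM cofactor, 2 h, room temperature, following 15 min enzyme-compound preincubation.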
POLB inh – inhibitors of human DNA polymerase beta; Potency, µM (highest dose often 114 µM), for inactives: top-dose activity change, negative = inhibition, actives largely listed as inhibitors; hit rate 1.3% among 340,000; P06746; AID 485314; Pol beta primer extension/strand displacement, fluorescence kinetic; further: on the % scale 0 is the no-effect control and ±100 the full control effect
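Curves were derived by four-parameter Hill fits of normalized qHTS data. The kinetic fluorescent primer-extension read was taken at 0 and 10 min after 50 nM substrate, following a 15 min room-temperature preincubation of 10 nM enzyme with compounds.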
JMJD2A Tudor inh – blocks the human JMJD2A Tudor domain; O75164; AlphaScreen JMJD2A-Tudor / H3K4me3 peptide binding; Potency, µM (top dose mostly 114 µM), inactives show top-dose activity change, negative = inhibition, actives largely listed as inhibitors; hit rate 4.4% among 390,000; AID 504339; further: on the % scale 0 is the no-effect control and ±100 the full control effect; nearly all actives have a fitted effect of over 50% in size
POLI inh – inhibitors of human DNA polymerase iota. Q9UNA4. Pol iota fluorescent replication assay, 10 min. Potency, µM (highest dose often 115 µM), for the others: top-dose activity, negative = inhibition, most hits filed as inhibitors. hit rate 1% among 390,000. AID 588590
Target sequence (Q9UNA4 whole entry, looked up): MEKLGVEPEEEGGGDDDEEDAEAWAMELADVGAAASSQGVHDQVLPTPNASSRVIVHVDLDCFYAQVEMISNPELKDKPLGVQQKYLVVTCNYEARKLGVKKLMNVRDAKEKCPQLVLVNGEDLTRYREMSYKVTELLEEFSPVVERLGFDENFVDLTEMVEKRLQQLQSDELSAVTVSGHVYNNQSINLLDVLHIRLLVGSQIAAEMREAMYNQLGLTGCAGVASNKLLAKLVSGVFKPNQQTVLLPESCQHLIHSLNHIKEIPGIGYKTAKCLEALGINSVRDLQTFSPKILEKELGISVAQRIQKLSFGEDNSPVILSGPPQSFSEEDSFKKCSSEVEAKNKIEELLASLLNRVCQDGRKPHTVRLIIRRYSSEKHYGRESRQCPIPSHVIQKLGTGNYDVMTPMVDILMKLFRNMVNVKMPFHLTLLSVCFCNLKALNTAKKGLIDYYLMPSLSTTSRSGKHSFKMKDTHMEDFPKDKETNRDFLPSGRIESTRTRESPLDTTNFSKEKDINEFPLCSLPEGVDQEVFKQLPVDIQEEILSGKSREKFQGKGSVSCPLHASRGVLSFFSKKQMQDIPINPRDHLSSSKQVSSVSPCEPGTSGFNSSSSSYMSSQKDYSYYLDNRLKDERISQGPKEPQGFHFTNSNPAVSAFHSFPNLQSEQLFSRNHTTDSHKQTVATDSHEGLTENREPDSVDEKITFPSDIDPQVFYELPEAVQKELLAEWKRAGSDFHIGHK
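Pol iota at 10 nM preincubated 15 min with compounds at room temperature; reaction started with fluorescent substrate, 50 nM final. Fluorescence read kinetically at 0 and 10 min; buffer-only wells as negative control.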
Numbers without * were called inactive; ? = inconclusive; · = not tested or not shown; & = joins results of further samples; ! = not confirmed by another sample; [ ] = another dose, or the depositor's remark. The call rests on the fitted dose curve; in most records, active means well fitted curve in the direction sought with a large enough effect; inconclusive means small, poorly fitted or top-dose-only effect, or another doubt; inactive means no such curve, though single readings can be large; an effect the other way counts as inactive or inconclusive. Potency means the concentration at half of the fitted maximal effect. This is a subset. The share of hits here may be higher or lower than overall.

The opening 2 records (preview)
SMILES	BAZ2B inh	APEX1 inh	POLH inh	BLM inh	POLK inh	G9a block	POLB inh	JMJD2A Tudor inh	POLI inh
CCCCn1c(=O)c(C=Nc2cc([N+](=O)[O-])ccc2OC)c(O)n(CCCCl)c1=O	?	1%	-5%	-6%	-2%	?	13%	?	-23%
CCC1C2CC3C4N(C)c5ccccc5C45CC(C2C5O)N3[C@@H]1O (stereo partly specified)	-1%	40%	-12%	-3%	-2%	-3%	21%	-19%	0%

The listing (from the top)
SMILES	BAZ2B inh	APEX1 inh	POLH inh	BLM inh	POLK inh	G9a block	POLB inh	JMJD2A Tudor inh	POLI inh
CCCCn1c(=O)c(C=Nc2cc([N+](=O)[O-])ccc2OC)c(O)n(CCCCl)c1=O	?	1%	-5%	-6%	-2%	?	13%	?	-23%
CCC1C2CC3C4N(C)c5ccccc5C45CC(C2C5O)N3[C@@H]1O (stereo partly specified)	-1%	40%	-12%	-3%	-2%	-3%	21%	-19%	0%
CN1CCN(c2ccc(C(F)(F)F)cc2N)CC1	3%	-2%	-21%	2%	-2%	?	-24%	-19%	73%[activator]
COC(=O)C1=C(c2cc3ccccc3s2)C[C@@H]2CC[C@H]1N2C(=O)NCC1CC1	·	·	-20%	·	-23%	·	·	-26%	41%[activator]
O=C(N=Nc1c(O)[nH]c(=O)[nH]c1=O)C1COc2ccccc2O1 (stereo unspecified)	-5%	-4%	-18%	-3%	-7%	45µM*	-9%	-3%	?
CSc1ccc(CN2CCN(C(=O)Cc3ccccc3)CC2)cc1	·	·	-11%	·	1%	·	·	20µM*	?
Cn1cc[n+](C)c1P(=S)(c1ccccc1)c1ccccc1	5%	3%	-4%	-3%	3%	?	-24%	?	15%
NC(=O)CS(=O)C(c1ccccc1)c1ccccc1 (stereo unspecified)	-5%	4%&-1%&-4%	·	-10%&-5%&-9%	5%[19.4 µM]	51%[59 µM]	-13%	·	·
Cn1c(=O)n(C)c2cc(CNCCc3ccc(F)cc3)ccc21	-4%	·	-6%	-12%	-14%	7%[59 µM]	-2%	-19%	8%
CCCS(=O)(=O)N1CCCC(C(=O)N2CCC3(CC2)OCCO3)C1 (stereo unspecified)	0%	4%	-2%	-7%	-26%	·	28%	-13%	5%
FC(F)(F)c1ccccc1NC1=NCCCS1	-6%	47%	?	-4%	-12%	-26%	20%	-10%	105%[activator]
CCCCCCCCCCCCCCCC[N+](C)(C)C	6%	13%&5%	-15%	0%&-25%	-14%	8.9µM*!	·	-1%	4%
O=C(NN=Cc1ccc(N(CCCl)CCCl)cc1)C(=O)c1c[nH]c2ccccc12	·	·	-18%	·	-18%	·	·	-26%	8%
C=CCN1C(=O)C2(C(C(=O)OCC)=C(N)Oc3c2c(=O)oc2ccccc32)c2ccccc21 (stereo unspecified)	1%	10%	-3%	-13%	-21%	11%[59 µM]	3%	-13%[57.1 µM]	18%
O=C(O)CCn1cc(C=C2C(=O)NC(=S)NC2=O)c(-c2cccc(Br)c2)n1	79µM*	3%	-16%	3%	-14%	·	-1%	?	10%
Cc1ccccc1-n1c(C)nc2ccccc2c1=O	9%	8%	-15%	3%	-24%	·	42%	-17%	32%[activator]
CC1(C(=O)O)CCCC2(C)c3cc(O)ccc3CCC12 (stereo unspecified)	·	·	1%	·	-18%	·	·	-21%	-17%
N#CCCn1cc(C(=O)Nc2ccc(F)cc2)c(-c2ccccc2)n1	8%	6%	-2%	-2%	-2%	·	9%	-21%	7%
O=C(COC(=O)Cc1ccccc1)NC12CC3CC(CC(C3)C1)C2	12%	-2%	-15%	-7%	-15%	23%[0.501 µM]	1%	-2%	17%
CCN1CCN(P2(=O)C=C(c3ccccc3)OC(c3ccccc3)=C2)CC1	-1%	-6%	-2%	-12%	-10%	2%[12.7 µM]	0%	?	-3%
COc1cc2c(cc1OC)[C@@H]1C(=O)c3ccc4c(c3O[C@@H]1CO2)C[C@H](C(C)C)O4	?	-3%	-9%	-7%	-6%	·	-9%	?	29%
CCC1=CCN(CCc2c(C)[nH]c3ccccc23)CC1	·	·	-19%	·	4%	·	·	-33%	17%
CC(C)=CCC12CN3CCN(CC(C3)C1=O)C2	6%	-2%	-12%	-1%	1%	23%[12.7 µM]	10%	-1%	-8%
Cc1ncc([N+](=O)[O-])n1CCOc1nonc1N	1%	-2%	-5%	4%	7%	26%	6%	1%	16%
COc1ccc(O)c(CN2CCCC(C(=O)c3ccccc3SC)C2)c1 (stereo unspecified)	50µM*	13%	-4%	6%	-16%	·	22%	56µM*	67%[activator]

Next part
SMILES	BAZ2B inh	APEX1 inh	POLH inh	BLM inh	POLK inh	G9a block	POLB inh	JMJD2A Tudor inh	POLI inh
COc1ccc(NC(=O)c2sc3nc4c(cc3c2N)N2CCC4CC2)cc1OC	-25%	·	-22%	-1%	-11%[60.1 µM]	-26%[59 µM]	-9%	-20%	10%
O=[N+]([O-])c1cc(F)c(N2CCCC2)cc1N1CCNCC1	-5%	-1%	·	1%	·	-5%	14%	·	·
C=Cn1ccnc1P(=S)(c1ccc(N(C)C)cc1)c1nccn1C=C	?	-6%	-7%	-4%	-7%	-30%[59 µM]	11%	?	8%
CCC(=NC1CC1)c1c(O)n(C2CCCCC2)c(=O)[nH]c1=O	9%	11%	2%	2%	-12%	-1%[59 µM]	9%	-18%	2%
c1ccc(C2N3CCCN23)cc1 (stereo unspecified)	-4%	11%	7%	-1%	-12%	22%[59 µM]	1%	-4%	26%
COc1ccc(CCNCC2CCCO2)cc1 (stereo unspecified)	?	-3%	-4%	5%	-2%	·	38%	28µM*	10%
O=Cc1cn(Cc2c(F)cccc2Cl)c2ccccc12	-1%	0%	-23%	-5%	-1%	45%[59 µM]	3%	14%	20%
COc1ccc(/C=C2/C(=O)N(Cc3ccco3)C(=O)N(C(C)C)C2=O)cc1	-35%	22µM*	4.5µM*	-22%	20µM*	?	20µM*	-31%	7.9µM*
COc1ccccc1N1CCN(Cc2ccc3c(c2)OCO3)CC1	·	·	-17%	·	-1%	·	·	20µM*	-16%[58.9 µM]
O=Cc1cn(Cc2ccc(F)cc2)c2ccccc12	-2%	-5%	-17%	-9%	4%	13%	10%	17%	29%
CCCCCn1c(=O)c(C(=O)Nc2ccccc2)c(O)c2ccccc21	-3%	-9%	-14%	-4%	-4%	·	-2%	31%	-15%
COC(=O)C1=C(c2ccc(F)cc2F)C[C@@H]2CC[C@H]1N2C(=O)NC1CC1	11%	5%	-12%	·	-9%	3%[0.501 µM]	·	-13%	4%
Cc1cc(/C=C2\C(=O)NC(=O)N(c3cccc(F)c3)C2=O)c(C)n1-c1cc(C(=O)O)cc(C(=O)O)c1	45µM*	?	10µM*	-6%	50µM*	·	22µM*	79µM*	16µM*
C[C@@]1([C@@H](NP(=O)(c2ccccc2)c2ccccc2)c2ccccc2)C[C@H]1CCO	4%	?	0%	0%&-1%	6%	25%	-10%	-5%	2%
CC(C)NC(=O)N1CCC2(CC1)CCN(C(=O)Oc1ccccc1)CC2	·	0%	·	-8%	-1%[60.1 µM]	-19%[12.7 µM]	·	·	·
COc1ccccc1[N+](=O)[O-]	-4%	-5%&20%	-6%	·	-9%	11%[0.501 µM]	·	-11%	?
O=C(Nc1ccc(Br)cc1C(=O)O)c1ccc2c(c1)C(=O)N(Cc1ccccc1)C2=O	?	18%	28µM*	-10%	-7%	7%	15%	50µM*	72%[activator]
C=CCN(CC=C)C(=O)CCN1CC1C (stereo unspecified)	·	·	-18%	·	-4%	·	·	-10%	8%
COc1ccc2c3c1OC1[C@H](O)CCC4[C@@H](C2)N(C)CC[C@]314 (stereo partly specified)	·	24%	-5%	·	-8%	·	·	2%	38%[activator]
CCCC(=O)c1cc(CP(=O)(OCC)OCC)oc1C	-11%	?	10%	0%	-20%	7.9µM*	1%	-13%	15%
CCS(=O)(=O)C1=NN2C(=N)/C(=C\c3ccc(OC(=O)c4ccco4)cc3)C(=O)N=C2S1	?	-9%	?	-13%	-18%	40µM*	-26%	-1%	-2%
CC(C)(C)NC(=O)CN1CCCN(C(=O)COc2ccc(Cl)c3ccccc23)CC1	-3%	19%	-13%	·	-5%	9%[2.33 µM]	·	-16%	18%
CCc1ccc(OCC(=O)N2CCN(CCc3ccncc3)CC2)cc1	9%	·	-9%	0%	-16%	-1%[59 µM]	-3%	-23%	0%
Nc1nc(NC(=O)/C=C/c2ccc(F)cc2)nn1-c1ccccc1	?	7%	-6%	-2%	-6%	21%	-12%	-10%	-4%[58.9 µM]
Cc1ccc(C2SCC(=O)Nc3c2c(=O)[nH]n3C2CCOC(C)(C)C2)cc1 (stereo unspecified)	-4%	1%	-15%	5%	-5%	22%[59 µM]	11%	-29%	10%
Nc1c(C(=O)NCCN2CCOCC2)c2nc3ccccc3nc2n1Cc1ccco1	-8%	-8%	?	-21%	-22%	18%	?	17%	?
Cc1ccc(N)c(C)c1	6%	-9%&0%	-15%	·	4%	-5%[0.501 µM]	·	-12%	16%
Cc1c(C(=O)c2cccc3ccccc23)c2cccc3c2n1[C@@H](CN1CCOCC1)CO3	·	-11%	·	-11%	-10%[60.1 µM]	?	·	·	·
C[C@@H]1O[C@@H](O[C@@H]2C=C3CCC4C(CC[C@]5(C)[C@@H](c6ccc(=O)oc6)CC[C@]45O)[C@@]3(C)CC2)[C@H](O)[C@H](O)[C@H]1O (stereo partly specified)	-3%	5%	4%	·	-14%	-30%[59 µM]	·	-29%	-27%
CC(=O)O[C@H]1CCC2C3CCC4=CC(=O)CCC4=C3C=C[C@@]21C (stereo partly specified)	-7%	-9%	-23%	-3%	-14%	45µM*	5%	?	28µM*

A stretch from the list above:
SMILES	BAZ2B inh	APEX1 inh	POLH inh	BLM inh	POLK inh	G9a block	POLB inh	JMJD2A Tudor inh	POLI inh
COc1ccc(NC(=O)c2sc3nc4c(cc3c2N)N2CCC4CC2)cc1OC	-25%	·	-22%	-1%	-11%[60.1 µM]	-26%[59 µM]	-9%	-20%	10%
O=[N+]([O-])c1cc(F)c(N2CCCC2)cc1N1CCNCC1	-5%	-1%	·	1%	·	-5%	14%	·	·

Limited to BLM inh, for 2 of the compounds above:
canonical_smiles	BLM inh
O=C(N=Nc1c(O)[nH]c(=O)[nH]c1=O)C1COc2ccccc2O1 (stereo unspecified)	-3%
Cc1ncc([N+](=O)[O-])n1CCOc1nonc1N	4%
